CCT chaperon mod: High-Throughput Screening for Modulators of Cytosolic Chaperonin Activity; purified chaperonin ATPase assay, HTRF ADP detection, 30 min; activity change, % (no concentration beside the values), hits read low; 360,000 tested, 0.3% active; AID 651819, 2012; in the data active = activity change below about -30%; note: % is set by controls: 0 for no effect and ±100 for the full control effect
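We incubate TRiC, 40 or 20 nM final, with library compounds at 76 uM and 10 uM ATP for 30 min at 37 °C. ADP formed is detected with Transcreener HTRF reagents after 30 min at room temperature.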
EPAC2 antag: qHTS for Antagonist of cAMP-regulated guanine nucleotide exchange factor 2 (EPAC2): primary screen; EPAC2 GEF exchange of Rap1B-BODIPY-GDP, fluorescence; 360,000 tested, 0.18% active; Rap guanine nucleotide exchange factor 4 (Homo sapiens), Q8WZA2; Potency, µM (top dose mostly 114 µM), without a hit: top-dose activity, negative = inhibition, actives largely listed as inhibitors; note: potency is the fitted concentration of half-maximal effect; % is set by controls: 0 for no effect and ±100 for the full control effect; nearly all actives have a fitted effect of over 45% in size; many of its hits are not listed in these tables
Target sequence (Q8WZA2 whole entry, looked up): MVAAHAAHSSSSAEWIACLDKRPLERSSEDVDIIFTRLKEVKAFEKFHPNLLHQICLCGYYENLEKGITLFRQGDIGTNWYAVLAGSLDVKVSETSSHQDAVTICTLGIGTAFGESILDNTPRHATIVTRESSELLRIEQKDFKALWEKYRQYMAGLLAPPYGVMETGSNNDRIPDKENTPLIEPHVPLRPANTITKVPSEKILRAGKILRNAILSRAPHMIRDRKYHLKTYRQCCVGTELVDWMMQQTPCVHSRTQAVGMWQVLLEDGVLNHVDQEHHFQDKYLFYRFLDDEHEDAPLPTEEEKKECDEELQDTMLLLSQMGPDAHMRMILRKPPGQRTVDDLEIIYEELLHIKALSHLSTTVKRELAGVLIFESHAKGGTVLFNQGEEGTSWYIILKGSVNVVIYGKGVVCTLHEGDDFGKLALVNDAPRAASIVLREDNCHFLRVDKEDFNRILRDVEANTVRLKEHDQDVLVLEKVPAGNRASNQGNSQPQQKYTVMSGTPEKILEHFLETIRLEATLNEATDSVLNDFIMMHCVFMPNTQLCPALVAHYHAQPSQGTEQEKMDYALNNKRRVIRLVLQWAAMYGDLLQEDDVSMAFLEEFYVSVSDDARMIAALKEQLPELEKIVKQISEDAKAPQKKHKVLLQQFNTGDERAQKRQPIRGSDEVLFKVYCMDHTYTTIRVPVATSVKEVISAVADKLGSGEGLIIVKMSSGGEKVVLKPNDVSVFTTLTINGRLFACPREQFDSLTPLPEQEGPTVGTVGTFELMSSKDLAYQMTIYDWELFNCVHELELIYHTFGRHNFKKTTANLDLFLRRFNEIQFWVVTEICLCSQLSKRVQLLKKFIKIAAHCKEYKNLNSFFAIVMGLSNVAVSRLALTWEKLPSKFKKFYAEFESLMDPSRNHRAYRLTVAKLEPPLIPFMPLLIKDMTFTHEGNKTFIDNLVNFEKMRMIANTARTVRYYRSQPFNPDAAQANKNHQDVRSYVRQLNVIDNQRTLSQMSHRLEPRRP
MmCpn inh: Inhibitors of TCP-1 ring complex (TRiC) of Methanococcus maripaludis (MmCpn): qHTS; Chaperonin Mm-Cpn (Methanococcus maripaludis); purified Mm-Cpn ATPase, ADP Transcreener TR-FRET; Potency, µM (series often up to 76.9 µM), inactives show at the highest dose activity, negative = inhibition, usual class: inhibitors; 330,000 tested, 0.031% active; AID 504842, 2011; note: potency is the fitted concentration of half-maximal effect; % is set by controls: 0 for no effect and ±100 for the full control effect; nearly all actives have a fitted effect of over 80% in size
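ATPase turnover read by TR-FRET ADP competition (Eu cryptate antibody/ADP-d2, 665/590 nm): 10uM ATP final, 25nM Mm-CPN final, 30 min 37degC after 10-min compound preincubation, pH 7.4 Tris/KCl/MgCl2/DTT buffer.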
PTHR1 agonist: qHTS for PTHR1 Agonists: Primary Screen | Parathyroid hormone/parathyroid hormone-related peptide receptor (Homo sapiens), Q03431 | HEK293 GP2 PTHR1 cells, GloSensor cAMP luminescence, 1 h | Potency, µM (titrated, usually from 115 µM), for inactives: top-dose activation, most hits filed as activators | 410,000 tested, 0.075% active; note: potency is the fitted concentration of half-maximal effect; nearly all actives have a fitted effect of over 55% in size; some results filed as inactive show a strong effect at the top dose; inactives centre near -15; many of its hits are not listed in these tables
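HEK-293-derived GP2 cells expressing PTHR1 and a GloSensor cAMP reporter, 3,000/well, plated overnight, given luciferin plus IBMX (each 0.5 mM as added) for 1 h at 37 °C, then compound for 1 h at 37 °C. Luminescence was read after 15 min at room temperature.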
D3 ag: qHTS of D3 Dopamine Receptor Agonist: qHTS. D(3) dopamine receptor (Homo sapiens), P35462. D3R DiscoveRx beta-arrestin cells, luminescence, 90 min. max activation, %. 410,000 tested, 0.58% active; in the data active = max activation above about 30%; note: 0% is about no effect; mostly tested at two doses, the higher about 12 µM
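Agonist-mode cell screen: cells plated at 1500/well and incubated overnight at 37 °C, then exposed to library compounds for 90 min at 37 °C. Detection reagent was added for 30–60 min at room temperature, and luminescence was read.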
pAkt inh: HTS Assay for Inhibitors of Akt Phophorylation: Primary Screen. Neuro2A IGF-stimulated pAkt S473 HTRF, 20 min; active compounds read low. activity change, % for hits at 50 µM. 360,000 tested, 0.32% active. AID 651550, 2012; in the data active = activity change below about -80%; inconclusive = mostly about -51% to -80%; note: % is set by controls: 0 for no effect and ±100 for the full control effect
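Single-point screen (50 µM final compound) in Neuro2A cells stimulated 20 min with 6 nM IGF at 37 deg C. After lysis, Ser473-phosphorylated Akt read by HTRF (ex 330 nm, em 615/665 nm) as the 665/615 ratio.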
DRD3 antagonist: qHTS of D3 Dopamine Receptor Antagonist: qHTS. D(3) dopamine receptor (Homo sapiens), P35462. D3R cells, DiscoveRx beta-arrestin luminescence, antagonist mode; active compounds read low. 360,000 tested, 2.5% active. max response, negative = inhibition, %; in the data active = max response below about -50%; inconclusive = no clear call, values can overlap the other calls; note: % is set by controls: 0 for no effect and ±100 for the full control effect; mostly tested at two doses, the higher about 12 µM
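Cells expressing the human receptor were seeded at 1500 cells/well, incubated overnight at 37 degrees C in 5% CO2, then exposed to library compounds with dopamine controls for 90 minutes at 37 degrees C before luminescent detection.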
EPAC2 ag: qHTS for Agonist of cAMP-regulated guanine nucleotide exchange factor 4 (EPAC2): primary screen | Rap guanine nucleotide exchange factor 4 (Homo sapiens), Q8WZA2 | 360,000 tested, 0.079% active | Potency, µM (titrated, usually from 154 µM), for inactives: at the highest dose activation, most hits filed as activators | EPAC2 activation, biochemical qHTS; response scale: 100% = 6.5 mM cAMP response; note: potency is the fitted concentration of half-maximal effect; nearly all actives have a fitted effect of over 50% in size
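Compounds were titrated in qHTS against a Rap1B-BODIPY-GDP (250 nM) complex with EPAC2 (100 nM) and GDP (50 uM). BODIPY-GDP release tracked at 480/540 nm over 30 min at room temperature, normalized to 6.5 mM cAMP.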
Numbers without * were called inactive; i = inactive; ? = inconclusive; nt = not tested or not shown; & = joins results of further samples; [ ] = remark or other dose. Unless noted, calls come from the whole dose curve; as a rule, active = well fitted curve in the direction sought with a large enough effect; inconclusive = small, poorly fitted or top-dose-only effect, or another doubt; inactive = no such curve, though single readings can be large; an effect the other way counts as inactive or inconclusive. Not all compounds are listed. The share of hits here may be higher or lower than overall.

Values in the order: CCT chaperon mod	EPAC2 antag	MmCpn inh	PTHR1 agonist	D3 ag	pAkt inh	DRD3 antagonist	EPAC2 ag
1) COC(=O)C1=C(c2cccc(OCc3ccccc3)c2)C[C@@H]2CC[C@H]1N2C(=O)NCc1cccc(OC)c1
→ 1.8	7%	-2%	-18%	-8	i	-28	9%
2) CC1CN1P1(=O)OCC(C)([N+](=O)[O-])CO1 (configuration not stated)
→ -0.6	5%	nt	-22%	3	i	9	16%
3) O=C(COc1ccc2ccccc2c1)N1CCN(CC2CC3C=CC2C3)CC1 (configuration not stated)
→ 1.4	-10%	1%	-16%[57.5 µM]	0	i	31	-3%
4) O=C(c1ccncc1)C12CN3CN(CN(C3)C1)C2
→ -0.3	-13%	1%	i	2	i	2	0%
5) COc1ccc2c3c1OC1[C@H](O)CCC4[C@@H](C2)N(C)CC[C@]314 (some centres not stated)
→ -0.6	24%	-8%	-18%	8	i	-12	9%
6) O=c1[nH]c2ccccc2n1C1CCN(C(c2ccccc2)c2nnnn2-c2ccc3c(c2)OCCO3)CC1 (configuration not stated)
→ 0.4	-8%	nt	-57%[inhibitor]	6	i	130	16%
7) Cc1ccc(N2CCN(CCc3ccccc3)CC2)cc1
→ -2.4	3%	1%	i	-45	i	-66*	3%
8) COc1c(C)cc(C(=O)C2CCCN(Cc3ccccn3)C2)cc1C (configuration not stated)
→ -2.2	-5%	-4%	i	-8	i	0	0%
9) CCCCCn1c(=O)c(C(=O)NCc2ccccc2Cl)c(O)c2ccccc21
→ -0.5	-5%	1%	-33%[inhibitor]	2	i	15	13%
10) CC(=O)[C@H]1CC[C@H]2[C@@H]3CC[C@H]4C[C@H](O)CC[C@]4(C)[C@H]3C(=O)C[C@]12C
→ 0.5	-12%	1%	-6%	-9&-2	i	13	7%
11) Cc1ccccc1-n1c(C)cc(/C=C2/C(=O)NC(=O)N(Cc3ccco3)C2=O)c1C
→ -2.0	-13%[57.1 µM]	0%	i	-3	i	1	19%
12) COc1ccc(C2=CC(c3ccc4c(c3)OCO4)c3c(c4ccccc4oc3=O)O2)cc1OC (configuration not stated)
→ -19	9%	nt	i	7	i	-12	-3%
13) CCc1c(C)nc(N)nc1N1N=C1SCC(=O)OC
→ -2.3	-2%	1%	i	-1	i	-13	7%
14) O=C1CCCC2C3CCCN4CCCC(CN12)C34 (configuration not stated)
→ 0.6	19%	-3%	-8%	-14	i	-18	4%
15) COc1ccc(-c2nc3ccccc3n2OC(=O)N(C)C)cc1
→ -1.5	-2%	-3%	-5%	0	i	-18	-5%
16) CC(=O)Nc1ccc(C2CN(C)CC2C(=O)c2ccc(Cl)cc2)cc1 (configuration not stated)
→ 1.7	-10%	1%	-10%	-3	i	1	6%
17) CCCCNc1ccncc1S(=O)(=O)NC(=O)NC(C)C
→ -1.4	11%	1%	-8%	-2	i	8	7%
18) COc1cc(CN2CCNCC2)cc(OC)c1OC
→ -0.4	14%	1%	-9%	2	i	-13	7%
19) Cc1[nH]c2ccccc2c1C1=CCNCC1
→ -1.0	0%	1%	-15%[57.5 µM]	-24	i	?	7%
20) c1coc(CN2Cc3ccccc3-n3nncc3C2)c1
→ 0.2	-13%	nt	i	4	i	5	11%
21) CCOP(=O)(OCC)C1(O)C(=O)Nc2ccc(Br)cc21 (configuration not stated)
→ -1.9	12%	1%	-5%	0	i	-22	-7%
22) C[C@@]1([C@@H](NP(=O)(c2ccccc2)c2ccccc2)c2ccccc2)C[C@H]1CCO
→ -1.4	-5%	0%	-11%	-8	i	?	8%
23) Cc1ccc2c(c1)C1CN(C)CCC1N2C(=O)CCCN1C(=O)c2cccc3cccc(c23)C1=O (configuration not stated)
→ 1.8	3%	1%	-2%	-9	i	2	2%
24) COc1cccc(CN2CCN(C(=O)COc3ccc4ccccc4c3)CC2)c1
→ -2.4	1%	0%	-20%[57.5 µM]	-16	i	12	?
25) OC(CN1CCC(c2c[nH]c3ccccc23)CC1)C(F)(F)F (configuration not stated)
→ -0.8	-5%	-3%	-30%[inhibitor]	-6	i	-63*	-2%
26) CCNc1nc2[nH]c(=O)c3c(c2s1)OC(N)=C(C#N)C3c1cccs1 (configuration not stated)
→ -1.5	2%	-7%	i	-2	i	-1	3%
27) CCCCn1c(O)c(C(C)=Nc2cccc(C(=O)O)c2)c(=O)[nH]c1=O
→ 2.2	21%	-1%	i	-7	i	-24	5%
28) FC(F)(F)c1ccccc1NC1=NCCCS1
→ 2.6	-1%	0%	i	-3	i	-1	-2%
29) O=C(NCC1=C(c2ccc3ccccc3c2)C[C@@H]2CC[C@H]1N2Cc1ccco1)c1ccncc1
→ -0.5	-5%	nt	-16%	-9	i	1	5%
30) CCc1ccc(N2C(=O)NC(=O)/C(=C\C=C\c3ccco3)C2=O)cc1
→ 1.0	5%	0%	-43%	-3	i	-15	-4%
31) CC/C(=N\NC(=S)Nc1ccccc1)c1c(O)[nH]c(=O)[nH]c1=O
→ -0.6	-8%	0%	i	6	i	20	-3%
32) O=C1NC(=O)C2(Cc3ccccc3N3CCOCC32)C(=O)N1c1ccccc1 (configuration not stated)
→ -2.4	3%	1%	i	15	i	7	4%
33) COP(=O)(OC)Oc1ccc(C(O)C(Cl)(Cl)Cl)cc1 (configuration not stated)
→ -2.8	4%	0%	i	5	i	14	6%
34) CCOC(=O)C1CN(C)CCC1=O (configuration not stated)
→ -1.3	8%	-6%	i	-5	i	-50*	3%
35) COC(=O)C1=C(c2c(C)noc2C)C[C@@H]2CC[C@H]1N2C(=O)N1CCC(O)(c2ccc(Cl)cc2)CC1
→ -3.8	11%	0%	i	1	i	-8	2%
36) CNCCc1c[nH]c2ccccc12
→ 0.2	23%	-5%	-24%	-4	i	6	1%
37) Cc1ccccc1CC(=O)N(CCN(C)C)CC1CCCN(Cc2ccccc2F)C1 (configuration not stated)
→ -4.7	-3%	-2%	-10%	-2	i	-3	1%
38) COC(=O)C1=C(c2ccc(F)cc2OCc2ccccc2)C[C@@H]2CC[C@H]1N2C(=O)NCc1ccc(F)cc1
→ -0.5	-7%	3%	i	18	i	-14	14%
39) O=c1[nH]c(=O)n(-c2ccc(F)cc2)c(O)c1/C=C1\C=Nc2ccccc21
→ 0.7	?	0%	-53%[inhibitor]	-3	i	-6	-110%[inhibitor]
40) CCOC(=O)[C@]12Cc3cc(OC)ccc3[C@H]1N(C(C)C)C(=O)c1cc(OC)ccc12
→ 0.8	?	nt	-50%[inhibitor]	-1	i	?	5%
41) COc1ccc(C(=O)C(C)(C)NO)cc1
→ -0.2	-6%	1%	i	-7	i	9	-12%
42) O=C1NC(=O)N(c2ccccc2)C(=O)/C1=C/c1coc2ccc(O)cc2c1=O
→ 0.6	7%	0%	-33%[inhibitor]	-4	i	13	2%
43) C=CCN(CC=C)C(=O)CCN1CC1C (configuration not stated)
→ -0.4	-1%	nt	i	1	i	-8	-16%
44) NC(Cc1ccc(C(F)(F)F)cc1)c1csc(Nc2nncc3ccccc23)n1 (configuration not stated)
→ 0.3	-1%	nt	-44%[inhibitor]	2	i	17	10%
45) Cc1cc(C)c(C)c(C(O)(C(=O)O)c2ccccc2)c1 (configuration not stated)
→ 1.0	1%	nt	i	-4	i	11	3%
46) CNC(=O)Oc1ccc(-c2cn3cc(C)ccc3n2)cc1
→ -1.3	-9%	-6%	i	-5	i	8	5%
47) COc1ccccc1NC1(C#N)CCCCC1
→ -0.8	0%	-1%	-29%	-3	i	1	7%
48) Cc1cc(N2C(=O)C3CCCN3C2c2ccc(Cl)c(Cl)c2)no1 (configuration not stated)
→ -0.1	-4%	1%	i	1	i	3	3%
49) COc1cccc(N2CCN(C(=O)C3CCN(S(=O)(=O)c4ccc5c(c4)oc(=O)n5C)CC3)CC2)c1
→ 0.6	-9%	2%	-24%&-34%	-17&2	i	12	2%
50) CC(C(=O)Nc1ccc(Br)cc1C(=O)c1ccccc1)N1CCOCC1 (configuration not stated)
→ -0.4	-2%	-1%	i	1	i	12	-3%
51) N#Cc1c(Br)n(C2OC(CO)C(O)C2O)c2ncnc(N)c12 (configuration not stated)
→ -2.0	9%	nt	i	38*	i	41	4%
52) COc1ccc(/C=C2/C(=O)N(Cc3ccco3)C(=O)N(C(C)C)C2=O)cc1
→ 1.1	40%[activator]	-2%	-10%	0	i	16	-10%
53) O=C(NCC(c1cccnc1)N1CCN(c2ccc(F)cc2)CC1)Oc1ccccc1 (configuration not stated)
→ -5.2	-3%	2%	i	1	i	-7	6%
54) O=C1C=C2c3ccccc3CC(C(=O)O)C2CC1 (configuration not stated)
→ -1.4	9%	nt	-6%	17	i	14	1%

Arranged by length of the SMILES (falling): three of the compounds above.
Values in the order: CCT chaperon mod	EPAC2 antag	MmCpn inh	PTHR1 agonist	D3 ag	pAkt inh	DRD3 antagonist	EPAC2 ag
31) CC/C(=N\NC(=S)Nc1ccccc1)c1c(O)[nH]c(=O)[nH]c1=O
→ -0.6	-8%	0%	i	6	i	20	-3%
33) COP(=O)(OC)Oc1ccc(C(O)C(Cl)(Cl)Cl)cc1 (configuration not stated)
→ -2.8	4%	0%	i	5	i	14	6%
34) CCOC(=O)C1CN(C)CCC1=O (configuration not stated)
→ -1.3	8%	-6%	i	-5	i	-50*	3%
